Source: PubChem (several laboratories)
NPY-Y2 PAM-ag: human NPY-Y2 potentiation or agonism, primary screen | P49146 | cells expressing NPY-Y2, potentiator/agonist read-out | activation, % at 3.6 µM | hit rate 0.45% among 220,000 | AID 1359; in the data active = activation above about 27%;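 also: cells stimulated with NPY near EC25 plus isoproterenol at EC100; 0% = vehicle plus submaximal agonist and 100% = vehicle plus saturating agonist; some results beyond the cut were filed as inactive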
eIF4E-4G inh: blocks eIF4E binding to eIF4G; P63073+Q04637; TR-FRET eIF4E-eIF4GI(517-606) binding, 2 h; inhibition, % at 21.7 µM; hit rate 0.37% among 220,000; AID 782;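 active = inhibition above about 30%, limit read from the data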;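 also: 0% = full FRET control wells and 100% = background wells lacking eIF4GI fragment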
Ba/F3 V617F tox: reduce viability of Ba/F3 cells dependent on JAK2V617F | Ba/F3 EpoR-JAK2V617F viability, ATP luminescence | hit rate 1.1% among 220,000 | AID 1446 | inhibition, % at 5.6 µM;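 active = inhibition above the campaign mean plus 3 SD over all tested compounds, cut at about 24% in these data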;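 also: cytokine-independent growth of Ba/F3 cells driven by EpoR plus mutant JAK2; 0% = DMSO-treated cells and 100% = JAK inhibitor I control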
PERK inhibitor: blocks human PERK kinase. Q9NZJ5. CHO PERK-DD fusion, SEAP luminescence translation reporter. inhibition, % at 5.6 µM. hit rate 0.17% among 220,000. AID 1416;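 active = inhibition above the mean inhibition of all tested compounds plus 3 SD, set separately per screening campaign, cut at about 2.9% in these data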;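 also: PERK kinase domain activated by AP20187 dimerizer at 100 nM; 0% = DMSO with dimerizer and 100% = rapamycin at 8.4 µM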
BaF3 parental: reduces parental Ba/F3 cell viability, JAK2V617F counter-screen; CellTiter-Glo ATP luminescence; inhibition, % at 5.6 µM; hit rate 1.1% among 220,000; AID 1486;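 active = inhibition above a per-campaign cutoff, the mean inhibition of all tested compounds plus 3 SD, cut at about 27% in these data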;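 also: 0% = DMSO wells and 100% = JAK Inhibitor I control wells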
MDM2 E3 inh: inhibitors of human Mdm2 E3 ubiquitin ligase. Q00987. cell-based MDM2 ubiquitination luciferase reporter, 2 h; 0 = plate control, 100 = twice control, blank-subtracted. signal enhancement, % at 5 µM. hit rate 0.11% among 210,000. AID 1230;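 active = signal enhancement of 30% or more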;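 also: luminescence tracks abundance of the self-degrading MDM2-luciferase fusion protein; higher signal means inhibition of MDM2 E3 ligase activity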
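Test system: stable mammalian line carrying autodegrading MDM2–luciferase fusion reporter; quantity: 2000 cells in each well; times: 4 h cell settling then 2 h compound exposure, 37 °C; detection: luminescence with SteadyLite reagent, 15 min at room temperature; evaluation: percent signal gain over controls, blank-subtracted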
Wee1 stabilizer: blocks degradation of human Wee1 kinase; P30291; HeLa Luc-Wee1K328M stability, luciferase luminescence; 100% = proteasome inhibitor MG132 effect; reporter increase, % at 5 µM; hit rate 1.2% among 220,000; AID 1321;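 active = activation above the mean of all tested compounds plus 3 SD, set per screening run, cut at about 8.8% in these data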;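 also: cells exposed to compound for 20 h before luminescence read; 0% = DMSO alone and 100% = MG132 at 30 µM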
S1P4 ag: agonists of human S1P4 receptor; O95977; S1P4-expressing cell line, agonist reporter assay; activation, % at 4.98 µM; hit rate 0.35% among 220,000; AID 1509; in the data active = activation above about 11%;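 also: 0% = DMSO vehicle and 100% = reference agonist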
S1P4 antag: antagonists of human S1P4 receptor | S1P4-expressing cells, antagonist mode, reporter read-out | inhibition, % at 4.98 µM | hit rate 0.26% among 220,000; in the data active = inhibition above about 29%;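 also: 0% = wells stimulated with agonist and 100% = vehicle wells without agonist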
* marks the source's active call; other numbers are inactive results; [ ] = another dose, or the depositor's remark.

#	smiles	NPY-Y2 PAM-ag	Ba/F3 V617F tox	Wee1 stabilizer	S1P4 ag	MDM2 E3 inh
1	CC(C)(C)CC(=O)N1CCC(c2nc3c(nnn3Cc3c(F)cccc3Cl)c(=O)[nH]2)CC1	13	-3	-2	-1.0	-3
2	Cc1cccc(-n2ccnc2SCC(=O)O)c1C	2	1	0	0.2	4
3	COC(=O)CC1=NN(c2ccccc2)C(=O)/C1=C\c1ccc(OC)cc1	-9	-1	0	0.7	-11
4	Cc1csc(CN(C)C(=O)CC2C(=O)NCCN2Cc2ccc(-c3ccccc3)cc2)n1 (centres undefined)	-2	-1	4	2.2	-20
5	COc1ccc(C(=O)Sc2ccc(Cl)cc2)cc1OC	17	-2	0	-1.8	-24
6	O=c1oc2ccccc2c(Nc2cccc(O)c2)c1[N+](=O)[O-]	-20	-4	1	-3.5	-4
7	COCCn1c(N)c(N(Cc2ccccc2)C(=O)Cc2ccccc2F)c(=O)[nH]c1=O	6	-3	2	-0.7	-5
8	COc1ccc2c(c1)NC(=O)CC(c1ccccc1)=N2	-7	-1	8	-7.3	-4
9	CC1CCCCC1NC(=O)CN(C)S(=O)(=O)c1cccc2nsnc12 (centres undefined)	1	2	3	0.5	2
10	CN(Cc1ccccc1)C(=O)COC(=O)c1ccc(Cl)c(N)c1	0	94*	0	-2.0	-14
11	O=C(NC(=S)Nc1ccc(N2CCOCC2)c(Cl)c1)c1sc2ccccc2c1Cl	12	-3	-3	1.3	-14
12	ONC=Nc1cccc2nonc12	9	-6	-2	0.1	-10

#	BaF3 parental	PERK inhibitor	S1P4 antag	eIF4E-4G inh
1	5	-0.3	3	-3
2	6	1.6	-11	-3
3	0	0.0	-6	8
4	1	0.0	-1	4
5	4	1.6	3	-1
6	0	1.0	-7	0
7	1	0.7	-5	-1
8	4	-0.2	-5	-2
9	2	-1.4	8	3[fluorescence artefact?]
10	11	0.5	-11	8
11	7	0.6	-8	0
12	0	0.8	0	2

Next part:
#	smiles	NPY-Y2 PAM-ag	Ba/F3 V617F tox	Wee1 stabilizer	S1P4 ag	MDM2 E3 inh
13	CCC(C)NC(=O)C(=O)NCc1ccncc1 (centres undefined)	-11	-5	-1	1.3	-14
14	O=C(CNCCC1=CCCCC1)Nc1ccc(N2CCCCCC2)cc1	45*	6	2	-1.3	-9
15	COc1ccccc1-c1noc(-c2cc(OC)c(OC)c(OC)c2)n1	1	-2	3	-0.1	7
16	COc1ccc(-c2nc(N3CCCC3)[nH]c(=O)c2C#N)cc1	-13	6	1	0.5	-4
17	CCCCN(CC)C(=O)CN(C)S(=O)(=O)c1cccc2nsnc12	-22	5	0	2.7	3
18	COc1ccc(CCN2CC(C(=O)NCCc3ccc(C)cc3)CC2=O)cc1OC (centres undefined)	-4	-1	1	1.8	-8
19	COc1ccc(C(C(=O)NC2CCCCC2)N(CC2CCCO2)C(=O)CNC(=O)c2ccco2)cc1 (centres undefined)	9	3	-2	1.2	1
20	O=[N+]([O-])c1cccc(-n2cccc2/C=N/Nc2nc(N3CCCCC3)nc(N3CCCCC3)n2)c1	1	-1	0	1.1	-8
21	CC(Sc1nnnn1C)C(=O)NC(=O)NC1CCCCC1 (centres undefined)	-3	-2	-2	0.7	-4
22	CC(C)C(=O)NNC(=O)CSc1nc(C2CCCCC2)nc2ccccc12	-6	5	7	0.8	-17
23	CCCCNc1cc(=O)oc2ccccc12	9	1	-2	2.4	-19
24	CN1C2=CC=CC=CC2=[N+](C)C12C=CC(=[N+]([O-])[O-])C=C2[N+](=O)[O-] (centres undefined)	14	1	-2	1.4	-1

#	BaF3 parental	PERK inhibitor	S1P4 antag	eIF4E-4G inh
13	3	2.0	1	5
14	9	-1.0	5	6[fluorescence artefact?]
15	2	-0.6	-21	1
16	3	0.2	14	-4
17	4	-0.3	-20	-2
18	7	0.1	-1	3
19	7	-0.2	-10	-2
20	5	0.3	-1	5
21	0	1.1	4	3
22	9	1.2	-8	7
23	3	1.2	1	2
24	6	1.0	-6	-3

Only eIF4E-4G inh and BaF3 parental, for two of the compounds above:
item | Compound | eIF4E-4G inh | BaF3 parental
17 | CCCCN(CC)C(=O)CN(C)S(=O)(=O)c1cccc2nsnc12 | -2 | 4
18 | COc1ccc(CCN2CC(C(=O)NCCc3ccc(C)cc3)CC2=O)cc1OC (centres undefined) | 3 | 7

(more compounds)
#	smiles	NPY-Y2 PAM-ag	Ba/F3 V617F tox	Wee1 stabilizer	S1P4 ag	MDM2 E3 inh
25	CC(=O)NNc1nc2ccccc2s1	0	-1	-4	-1.4	-5
26	CCC(=O)c1ccc(OC(=O)c2cnccn2)cc1	-8	-2	-2	0.6	-13
27	N/C(=N\OC(=O)N1CCOCC1)c1ccc(Cl)cc1	-8	7	8	-0.8	-11
28	Cc1ccc2nc(NC(=O)C3CCCN(S(=O)(=O)c4cccnc4)C3)sc2c1 (centres undefined)	12	0	2	-0.8	-12
29	CN(C)/C=C/C(=O)c1ccc(Oc2ncccn2)cc1	8	1	-1	-0.8	-11
30	Cc1ccc(NC(=O)C2CCCN(S(=O)(=O)c3c(C)noc3/C=C/N(C)C)C2)cc1F (centres undefined)	2	-1	1	-1.0	-5
31	CN1CCN(c2nc3c(c(=O)n(C)c(=O)n3C)n2CCSc2nnnn2-c2ccccc2)CC1	-19	-2	0	2.7	-3
32	O=C(c1ccc(Cl)c(Cl)c1)N1CCC(O)(CN2CCOCC2)CC1	16	0	2	-1.4	-4
33	CCOc1ccc(-c2cc(CCCC(=O)NCCc3ccccc3)no2)cc1	-14	2	1	-0.5	-15
34	CCC(=Nc1ccccc1)C1=C(O)CCCC1=O	-18	0	0	1.9	-31
35	CCOc1cc(CNn2nnnc2N)ccc1OCC(=O)NC(C)(C)C	4	-2	-1	-0.8	5
36	O=C(/C=C/c1cccs1)Nc1nc(-c2ccccc2)cs1	-12	2	2	-0.8	-10

#	BaF3 parental	PERK inhibitor	S1P4 antag	eIF4E-4G inh
25	4	0.8	5	-11
26	8	0.7	6	-1
27	7	-0.2	-3	5
28	6	0.2	-2	-6
29	4	0.9	-11	-2
30	7	0.1	-28	0
31	1	-1.1	-22	-5
32	7	1.2	-3	-1
33	3	-0.5	2	-12
34	0	-0.7	0	0
35	2	0.8	-11	-2[fluorescence artefact?]
36	-1	0.4	-1	3

Continued.
#	smiles	NPY-Y2 PAM-ag	Ba/F3 V617F tox	Wee1 stabilizer	S1P4 ag	MDM2 E3 inh
37	Cc1ccc(S(=O)(=O)N2CCCCC2C(=O)N2CCN(C)CC2)cc1 (centres undefined)	-1	-2	1	-0.1	-18
38	COc1ccccc1-n1c(N)c(C(=O)NCC2CCCO2)c2nc3ccccc3nc21 (centres undefined)	15	-2	-1	1.7	-7
39	Cn1cnnc1SC(C(=O)c1ccccc1)c1ccccc1 (centres undefined)	-2	1	0	0.1	-12
40	C=CC[C@H]1CC(C)=C[C@H](CC=C)N1	6	3	2	-0.7	-9
41	Cc1ccc(C=Nc2ccc(N(C)C)cc2)o1	17	0	3	1.7	-28
42	CCCN1CCC(NCc2cn(C)nc2-c2ccc(Oc3ccccc3)cc2)CC1	-39	53*	8	-2.1	-1
43	Cc1ccccc1-c1nc(CN(Cc2c(C)nn(C)c2C)C2CC2)c(C)o1	-3	1	-3	3.1	-9
44	COc1cc(CC(=O)OCC(=O)Nc2sccc2C(N)=O)cc(OC)c1OC	13	-4	-1	-0.4	-33
45	O=C(O)CSc1c2c(nc3cc(C(=O)N4CCCC4)ccc13)CCCC2	2	0	4	1.8	-4
46	COc1ccc(CCNC(=O)CSc2nnc(-c3ccccc3)c3ccccc23)cc1OC	-5	5	0	-1.5	-11
47	CSc1ccc(S(=O)(=O)NCc2ccc(C)cc2)cc1	-15	-3	1	-0.6	-24
48	Cc1ccc(OCCn2cnc3c(N)ncnc32)cc1	-43	93*	4	-1.3	-18

#	BaF3 parental	PERK inhibitor	S1P4 antag	eIF4E-4G inh
37	3	-0.5	6	0
38	5	-0.6	-15	10
39	-1	1.4	-2	5
40	6	0.8	8	1
41	7	0.0	-16	11[fluorescence artefact?]
42	67*	-2.3	-5	-6
43	7	-1.4	-11	2
44	2	-0.1	-34	0
45	-1	-0.8	-3	0
46	7	-0.9	2	1
47	3	0.6	-2	-12
48	22	-0.4	-4	3

Five compounds out of the list above, ordered by the number in eIF4E-4G inh, high to low.
entry	SMILES	eIF4E-4G inh
27	N/C(=N\OC(=O)N1CCOCC1)c1ccc(Cl)cc1	5
48	Cc1ccc(OCCn2cnc3c(N)ncnc32)cc1	3
12	ONC=Nc1cccc2nonc12	2
37	Cc1ccc(S(=O)(=O)N2CCCCC2C(=O)N2CCN(C)CC2)cc1 (centres undefined)	0
29	CN(C)/C=C/C(=O)c1ccc(Oc2ncccn2)cc1	-2

The list continues.
#	smiles	NPY-Y2 PAM-ag	Ba/F3 V617F tox	Wee1 stabilizer	S1P4 ag	MDM2 E3 inh
49	O=S(=O)(c1ccccc1)c1nc(NCc2ccccc2)sc1Cl	1	-1	1	1.5	-8
50	N#C/C(=C\c1ccc(O)cc1)c1nc2ccccc2o1	-17	0	1	-0.7	-4
51	CCN(CC)c1ccc(-c2nn3c(-c4cccnc4)nnc3s2)cc1	-12	-4	0	0.0	-17
52	CCOC(=O)C1=C(C)NC(=O)NC1c1ccc(OC)c(CN2CCOCC2)c1 (centres undefined)	2	5	0	0.3	-3
53	CCCNC(=O)CS(=O)Cc1nc(-c2cccc(OC)c2)oc1C (centres undefined)	1	2	3	1.2	-13
54	CCCC1=Nc2cc(C(=O)NCc3ccco3)ccc2Sc2ccccc21	-5	81*	12*	1.1	11

#	BaF3 parental	PERK inhibitor	S1P4 antag	eIF4E-4G inh
49	5	-0.1	15	-5[fluorescence artefact?]
50	2	0.7	10	6
51	5	1.0	-9	1
52	7	-0.8	-10	-1
53	4	0.8	-9	1
54	80*	-0.3	6	22
